BoNT A protease – BoNT/A light chain protease inhibitors, primary screen, biochemical, flow cytometry, MLPCN library; Botulinum neurotoxin type A light chain protease (Clostridium botulinum A str. ATCC 3502); inhibition, % at 10 µM; AID 588499, 2011; 360,000 compounds, 0.17% hits; multiplex microsphere protease substrate cleavage; in the data active = inhibition above about 30%; inconclusive = no clear call, values can overlap the other calls; note: plate controls were buffer without enzyme for full effect and enzyme alone for no effect
FadD28 binding – inhibitors of FadD28 bisubstrate probe binding, primary screen, biochemical, fluorescence polarization, single point; Mycobacterium tuberculosis FadD28 fatty-acid-AMP ligase; inhibition, % at 12.5 µM; 360,000 compounds, 0.22% hits; in the data active = inhibition above about 8.5%, passing the limit was not always enough; inconclusive = no clear call, values can overlap the other calls
Mtb BioA inh – M. tuberculosis BioA enzyme inhibitors, primary screen, biochemical, plate reader, single point, HTS; 7,8-diaminopelargonic acid synthase BioA (Mycobacterium tuberculosis); purified M. tuberculosis BioA enzyme; inhibition, % at 9.99 µM; 360,000 compounds, 0.096% hits; in the data active = inhibition above about 40%; inconclusive = no clear call, values can overlap the other calls
CCHFV vOTU inh – CCHFV vOTU protease inhibitors, primary screen, biochemical, Pep-AMC substrate, fluorescence. inhibition, % at 11.5 µM. AID 651958, 2012. Crimean-Congo hemorrhagic fever virus L polyprotein viral ovarian tumor (vOTU) protease …. 370,000 compounds, 0.55% hits; note: 0% = vehicle wells with enzyme and 100% = no enzyme wells
BoNT-F LC inh – BoNT/F light chain protease inhibitors, primary screen, biochemical, flow cytometry, MLPCN library; inhibition, % at 10 µM; Botulinum neurotoxin type F light chain protease (Clostridium botulinum); Multiplex microsphere protease cleavage assay; 360,000 compounds, 0.22% hits; in the data active = inhibition above about 35%, passing the limit was not always enough; inconclusive = no clear call, values can overlap the other calls; note: plate controls were buffer without enzyme for full effect and enzyme alone for no effect
PrPC TRFRET – inhibitors of human cell surface prion protein PrPC, primary screen, cell-based, TR-FRET; inhibition, % at 13.8 µM; TR-FRET read-out; 370,000 compounds, 0.43% hits; Major prion protein (Homo sapiens), P04156; in the data active = inhibition above about 24%; note: 0% = median of the test wells and 100% = reference compound wells
Mtb FBA inh – Mtb FBA enzyme inhibitors, primary screen, biochemical, fluorescence, strain H37Rv | purified M. tuberculosis FBA, fluorescence read-out | inhibition, % at 1 µM | 360,000 compounds, 2.3% hits | Fructose-bisphosphate aldolase (Mycobacterium tuberculosis (strain ATCC 25618 / H37Rv)), … | AID 588726, 2011; in the data active = inhibition above about 27%;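 note: 0% = vehicle and 100% = reference inhibitor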
Target sequence (P9WQA3 whole entry, looked up): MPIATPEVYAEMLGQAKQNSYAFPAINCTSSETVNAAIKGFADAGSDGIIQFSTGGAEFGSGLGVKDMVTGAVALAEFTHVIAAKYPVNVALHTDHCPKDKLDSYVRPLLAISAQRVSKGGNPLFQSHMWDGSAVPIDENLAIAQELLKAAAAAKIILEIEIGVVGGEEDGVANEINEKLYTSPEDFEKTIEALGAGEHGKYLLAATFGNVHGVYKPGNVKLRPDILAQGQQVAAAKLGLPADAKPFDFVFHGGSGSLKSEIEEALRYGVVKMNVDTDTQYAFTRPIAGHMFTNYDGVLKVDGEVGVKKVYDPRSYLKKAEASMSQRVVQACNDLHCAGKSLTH
Mtb UGM inh – M. tuberculosis UGM enzyme inhibitors, primary screen, biochemical, fluorescence polarization, single point; UDP-galactopyranose mutase (Mycobacterium tuberculosis (strain ATCC 25618 / H37Rv)), …; inhibition, % at 10 µM; 320,000 compounds, 0.06% hits; purified UGM, fluorescence polarization probe displacement; in the data active = inhibition above about 10%, passing the limit was not always enough; inconclusive = no clear call, values can overlap the other calls
Target sequence (P9WIQ1 whole entry, looked up): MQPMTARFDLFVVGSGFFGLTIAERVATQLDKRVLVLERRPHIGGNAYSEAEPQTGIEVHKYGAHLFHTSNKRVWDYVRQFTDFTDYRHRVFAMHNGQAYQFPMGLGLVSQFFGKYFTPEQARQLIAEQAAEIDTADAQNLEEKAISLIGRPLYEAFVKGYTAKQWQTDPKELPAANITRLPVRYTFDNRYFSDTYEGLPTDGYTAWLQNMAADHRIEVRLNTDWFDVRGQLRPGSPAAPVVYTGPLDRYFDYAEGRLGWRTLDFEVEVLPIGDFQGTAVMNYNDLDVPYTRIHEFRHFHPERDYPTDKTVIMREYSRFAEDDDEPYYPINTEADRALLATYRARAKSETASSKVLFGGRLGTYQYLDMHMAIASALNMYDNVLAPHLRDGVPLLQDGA
GDH-TPI inh – GDH-TPI coupling enzyme inhibitors, primary screen, artefact control for M. tuberculosis FBA inhibitor project, biochemical, absorbance, full deck; GDH-TPI coupled enzyme counterscreen, NADH absorbance; inhibition, % at 4.8 µM; 360,000 compounds, 1.2% hits;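 note: 0% = DMSO wells and 100% = wells lacking the enzyme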
* marks the source's active call; other numbers are inactive results; ? = inconclusive; . = not tested or not shown; & = joins results of further samples. Cut-off read from the data, not from the text of the source, unless noted: active = inhibition above about 30%; inactive = the rest.

SMILES	BoNT A protease	FadD28 binding	Mtb BioA inh	CCHFV vOTU inh	BoNT-F LC inh	PrPC TRFRET	Mtb FBA inh	Mtb UGM inh	GDH-TPI inh
CCC1CCCCN1S(=O)(=O)c1ccc(NC(=O)CSc2ncccc2C(=O)O)cc1 (configuration not stated)	0.2	-4.2	1.5	4	-6	3	1	.	13
COc1ccc2[nH]c(=O)c(CN(Cc3nnnn3Cc3ccccc3)CC3CCCO3)cc2c1 (configuration not stated)	2.0	-1.2	0.6	-20	-5	4	25	0.8	17
CC(=O)CC1(O)C(=O)Nc2ccccc21 (configuration not stated)	0.0&0.8	-2.2&-2.9	-0.4	-8&-10	0&1	-2&0	-1&4	-0.5	2&-13
O=C(C(Cc1ccccc1)N1C(=O)C2C3C=CC(C3)C2C1=O)N1CCCCC1 (configuration not stated)	0.1	-5.5	-0.5	-7	-1	-3	-1	-0.4	0
Cc1cc(C(=O)Cn2cc([N+](=O)[O-])ccc2=O)c(C)n1CC1CCCO1 (configuration not stated)	0.7	-0.5	-1.2	20	11	-28	-3	.	13
COc1ccc(C(=O)NC(Oc2ccccc2)C(Cl)(Cl)Cl)cc1 (configuration not stated)	0.3	-1.4	0.9	16	-8	3	-1	-2.7	6
O=C(COc1ccc(Br)cc1)Nc1ccc2c(c1)C(=O)NC2=O	-0.2	-1.5	.	0	0	1	1	-4.5	6
CS(=O)(=O)N(CC(=O)N1CCOCC1)c1cc(Cl)ccc1Cl	1.2	-1.2	3.7	-14	-24	-1	-4	0.5	0
CCN1C(=NCc2cc(OC)c(OC)c(OC)c2)N[C@@H](c2cccc(C(F)(F)F)c2)C(C(=O)OC)=C1C	-0.5	-0.9	-0.2	12	-9	-13	5	1.0	11
CCn1c(SCc2ccc(F)cc2)nnc1C1CCN(S(=O)(=O)c2ccc(OC)cc2)CC1	-1.9	-5.3	-0.2	-8	-21	7	-10	-0.7	-4
CCOc1ccc(C(C(=O)NC2CCCC2)N(C(=O)c2snc(C(N)=O)c2N)C2CCCC2)cc1 (configuration not stated)	2.0	-3.8	-0.6	11	2	-2	-8	-0.1	3
O=C(NCc1ccco1)c1ccc(Cn2c(=O)c3ccccc3n(Cc3cccc(F)c3)c2=O)cc1	-0.2	-2.8	-8.7	-1	-4	2	-1	0.9	3
CCOC(=O)c1ccc(NC(=O)C2(c3ccc(OC)cc3)CCOCC2)cc1	-0.2	-1.3	0.3	-2	1	0	1	-0.7	12
CCC(=O)N1CCCc2cc(S(=O)(=O)N3CCC(N4CCCCC4)CC3)ccc21	-2.6	1.0	-1.3	23	-25	0	4	1.1	4
COc1ccc(-c2cnc3c(NC=O)cc(-c4ccccc4)cn23)cc1OC	0.0	-0.9	0.3	-1	-3	2	7	.	6
O=C(CN1CCC(n2cnc3cc(F)ccc32)CC1)Nc1ccccc1Br	-2.0	-0.2	.	-10	-7	-8	2	-3.8	7
Cc1ccc(C)c(NC(=O)CN(C)C(=O)COc2ccc3ccccc3c2)c1	-0.4	-1.0	8.3	9	-1	3	0	1.2	3
Cc1cccc(-c2nc3c(c(SCC(N)=O)n2)CCCC3)c1	-1.0	-0.6	-2.2	6	-1	2	0	-0.3	8
COc1ccc(-c2oc(NC(=O)c3ccc(C)cc3)c(C#N)c2-c2ccc(OC)cc2)cc1	0.9	-2.4	0.5	1	?	6	3	-0.3	11
Cc1[nH]c2ccccc2c1/C=N/NC(=O)CNC(=O)c1ccc2c(c1)OCCO2	-0.5	1.8	.	18	-5	-2	4	-1.1	32*
Cc1ccc(NC(=O)C2CCCN(C(=O)c3ccc(Cl)cc3)C2)c(C)c1 (configuration not stated)	-0.7	-2.3	1.0	-6	-6	6	5	3.3	4
Cc1cc2c(Nc3ccccc3)ncnc2s1	0.1	-2.2	2.6	7	-4	7	-3	-1.7	-3
CCOC(=O)c1ccc(NC(=O)c2nc[nH]c2C(=O)N[C@@H](Cc2ccccc2)C(=O)OC(C)(C)C)cc1	0.3	-3.7	-0.5	0	0	-2	1	-0.8	4
Cc1cc(CN(C)C(=O)CCc2nnc(Cc3cccc(C(F)(F)F)c3)o2)on1	-0.9	0.8	.	-12	-6	-4	4	-1.3	1
CCc1ccccc1NC(=O)CCc1nc(-c2ccc(C)cc2)no1	1.2	-0.4	-3.2	10	5	0	-1	-1.5	9
CC1CCCN(S(=O)(=O)c2cc3c4c(c2)CCN4C(=O)CC3)C1 (configuration not stated)	1.8	0.8	-1.6	8	2	2	-2	3.1	1
Fc1ccc(COc2ccccc2-c2ccnc3ncnn23)cc1	-0.5	-5.7	4.1	-23	-1	-3	22	-1.8	2
O=C(CSc1nnc(NC(=O)c2ccc3c(c2)OCO3)s1)NCc1ccco1	-0.1	-1.4	.	0	-3	12	-1	1.2	13
Cc1ccc(C)c(S(=O)(=O)N2CCN(Cc3cc4c(cc3O)OCO4)CC2)c1	-4.0	-0.7	.	7	-16	-5	0	1.2	-1
O=C1NC(c2cccc(Cl)c2)Oc2ccccc21 (configuration not stated)	.	-0.7	1.1	10	.	-1	4	1.6	8
O=C(NC1CCCCC1)c1ccc(NS(=O)(=O)c2cccc3cccnc23)cc1	-0.6	-1.7	.	7	-3	-8	3	-0.5	0
CCOC(=O)COc1ccccc1/C=C1/NC(=O)NC1=O	-0.1	-5.0	0.1	1	-5	0	1	1.1	21
O=C(Nc1ccccc1Cl)Oc1ccc(Cl)cc1Cl	0.8	-3.5	-0.5	6	0	9	0	-0.3	-14
COc1ccc(N2CCN(CCC(=O)c3ccc4ccccc4c3)CC2)cc1	-1.5	-0.3	-0.4	6	-12	-13	0	-1.6	3
Cc1ccc(S(=O)(=O)N2CCCC(C)C2)cc1 (configuration not stated)	2.1	-0.8	-1.2	-7	?	0	0	1.4	9
COC(=O)[C@H](CCSC)NC(=O)NC1CCN(Cc2ccccc2)CC1	-0.3	0.1	-4.6	3	0	-9	-3	3.9	-2
N#CCSc1ccccc1NC(=O)CN1C(=O)NC(CCc2ccccc2)C1=O (configuration not stated)	0.2	-2.0	-1.7	-7	-10	7	-1	.	9
COc1cccc(NC(=O)CC2C(=O)NCCN2C(=S)Nc2ccc(F)cc2)c1 (configuration not stated)	1.1	-7.4	2.8	-9	-8	-3	1	1.1	4
O=c1cnnc(Nc2ccc(Nc3ccccc3)cc2)[nH]1	-0.3	-1.6	.	1	-7	5	-1	-1.4	5
Fc1ccccc1CNCCc1ccc2c(c1)OCO2	0.0	-2.4	5.6	-10	?	2	1	-0.4	-2

Next section, overlapping the part above by 2 compounds.
SMILES	BoNT A protease	FadD28 binding	Mtb BioA inh	CCHFV vOTU inh	BoNT-F LC inh	PrPC TRFRET	Mtb FBA inh	Mtb UGM inh	GDH-TPI inh
O=c1cnnc(Nc2ccc(Nc3ccccc3)cc2)[nH]1	-0.3	-1.6	.	1	-7	5	-1	-1.4	5
Fc1ccccc1CNCCc1ccc2c(c1)OCO2	0.0	-2.4	5.6	-10	?	2	1	-0.4	-2
COc1cc(-c2cc(C(=O)Nc3c(Cl)cc(Cl)cc3Cl)c3ccccc3n2)cc(OC)c1OC	1.1	-2.5	.	-8	-3	-3	-2	3.0	17
Cc1ccc(CSc2nnc(CCCCCNC(=O)OC(C)(C)C)o2)cc1	0.5	-3.5	1.1	4	?	0	-4	-1.4	-20
CCCCSc1nnc(-c2ccccc2NC(C)=O)c(=O)[nH]1	-0.6	-0.5	.	0	-4	-6	0	-0.4	0
Cc1cc2cc(C#N)c(NCCNC(=S)NCCCN3CCOCC3)nc2cc1C	4.7	-1.4	.	-27	-5	-6	40*	-0.5	11
COCCCNC(=O)c1ccc2c(=O)n(Cc3ccccc3OC)c(=S)[nH]c2c1	-2.0	-0.4	-1.0	7	-4	4	3	2.0	0
NC(=O)c1ccccc1NC(=O)Nc1ccc(F)c(Cl)c1	0.3	-1.1	.	-13	-5	-4	1	2.3	-5
C=CCc1cc(OC)ccc1OCCCCn1cncn1	-2.6	0.8	1.1	2	?	-4	2	2.1	8
Cc1ccc(N2C(=O)C3C4C=CC(CNC(=S)N5CCN(c6cccc(C)c6)C(C)C5)(O4)C3C2=O)cc1 (configuration not stated)	.	-1.1	.	2	.	1	4	-2.9	14
COc1ccc(NC(=O)C2CCC(=O)N2S(=O)(=O)c2ccc(C)cc2)c(OC)c1 (configuration not stated)	0.0	-2.5	-2.5	4	0	4	5	2.0	10
CCOC(=O)c1ccccc1NC(=O)CN(c1ccccc1OCC)S(C)(=O)=O	1.3	-2.0	-0.9	0	-1	-8	6	1.8	-13

By substructure: those above with a CF3 group
SMILES	BoNT A protease	FadD28 binding	Mtb BioA inh	CCHFV vOTU inh	BoNT-F LC inh	PrPC TRFRET	Mtb FBA inh	Mtb UGM inh	GDH-TPI inh
CCN1C(=NCc2cc(OC)c(OC)c(OC)c2)N[C@@H](c2cccc(C(F)(F)F)c2)C(C(=O)OC)=C1C	-0.5	-0.9	-0.2	12	-9	-13	5	1.0	11
Cc1cc(CN(C)C(=O)CCc2nnc(Cc3cccc(C(F)(F)F)c3)o2)on1	-0.9	0.8	.	-12	-6	-4	4	-1.3	1

More structures.
SMILES	BoNT A protease	FadD28 binding	Mtb BioA inh	CCHFV vOTU inh	BoNT-F LC inh	PrPC TRFRET	Mtb FBA inh	Mtb UGM inh	GDH-TPI inh
O=C(/C=C/c1ccco1)NC(=S)Nc1cccc(-c2nc3ccccc3s2)c1	0.5	-6.4	-0.5	10	-23	3	0	0.5	38*
Cc1nc(SCC(=O)O)c(C#N)c(-c2ccco2)c1C(=O)N(C)C	-0.9	0.5	-3.1	8	0	-1	-4	1.9	19
Nc1ncn(C(=S)Nc2ccccc2)n1	0.3	-3.6	.	-7	6	7	-3	.	-3
CCc1ccc(Nc2nnc(SC(C)C(=O)NC3CC3)s2)cc1 (configuration not stated)	-0.6	-3.3	-1.0	5	-4	0	-3	5.3	16
CCCCNc1ccc(C(CC(N)=O)NC(=O)Cc2ccc(Br)cc2)cc1[N+](=O)[O-] (configuration not stated)	-0.2	-4.3	0.0	0	-2	-1	-3	-0.8	4
Nn1c(SCc2ccccc2)nc2c(cnn2-c2ccccc2)c1=O	-1.8	-3.1	.	7	-18	3	2	1.9	-5
CC(C)[C@H](NC(=O)Nc1cccc(C(F)(F)F)c1)C(=O)O	-0.2	-0.2	-1.0	-4	8	0	3	-3.0	8
O=C(CNc1cc(S(=O)(=O)N2CCOCC2)ccc1N1CCOCC1)Nc1cccc(C(F)(F)F)c1	-0.5	0.5	-0.7	-15	-1	8	0	-1.8	3
O=C(O)c1nccnc1C(=O)N1CCN(c2ccccc2)CC1	-0.9	2.0	.	4	-13	-5	1	-1.5	1
CCOC(=O)C1=NN(c2cccc(C)c2)C2(S1)SC(C(C)=O)=C(C)N2c1ccccc1 (configuration not stated)	4.0	-0.3	-0.2	5	10	-1	2	0.8	17
CC(=O)Nc1ccccc1C(=O)C(=O)Nc1cccc(C(=O)NCC2CCCO2)c1 (configuration not stated)	0.1	-3.4	.	3	-2	-5	-4	-0.2	2
CC(Oc1cccnc1[N+](=O)[O-])C(=O)N1CCc2ccccc21 (configuration not stated)	0.2	-6.2	.	-2	-7	-8	0	0.7	11
COc1cc2c(cc1OC)C(COc1cccc(C(F)(F)F)c1)NCC2 (configuration not stated)	1.2	-1.1	2.1	6	-8	-14	0	2.2	0
Cc1nn(CC(=O)NC(C)C(C)C)c(C)c1S(=O)(=O)N1CCCCC1 (configuration not stated)	.	-1.1	.	-1	.	1	4	.	7
Cc1cc(SCC(=O)Nc2ccc(O)cc2)n2ncc(-c3ccccc3)c2n1	-0.6	-4.2	-0.8	-4	0	-5	-3	-0.5	15

Screening results as filed in PubChem BioAssay.
